pCIP destab: p/CIP-EGFP fusion destabilizers, primary screen, fluorescence, F442A cells | decrease of EGFP signal, % at 10 µM | AID 1984, 2009 | 0.01% of 290,000 active | Q05BA5 | 16 h;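 active = EGFP signal decrease of at least 30% at 10 µM or well 3 SD below plate mean, unless failing retest; inactive = the rest, including hits failing retest or dose response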; note: some compounds called inactive have numbers as strong as hits; many of its hits are not listed in these tables
IDE act: human IDE activators in live cells, primary screen, fluorescence polarization, HEK cells, FAbeta-B substrate | Insulin-degrading enzyme (Homo sapiens), P14735 | FAbeta-B cleavage; 0% vehicle, 100% cell-free pure enzyme wells | activation, % at 5.96 µM | 0.073% of 340,000 active;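 active = activation above the mean of all tested compounds plus 3 SD, set per screening campaign, cut at about 17% in these data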
CRFR2-BP antag: antagonists of CRF-BP/CRF-R2 complex, primary screen, cell-based, HEK293, calcium dye fluorescence, uHTS; CRF-induced calcium fluorescence; inhibition, % at 11.8 µM; 0.59% of 350,000 active;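 active = inhibition of the ligand-induced calcium signal above about 50% at the single tested concentration, limit read from the data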
GalR3 antagonist: GalR3 antagonists in HEK293 cells, primary screen, cell-based, fluorescence readout; AID 651719, 2012; inhibition, % at 3 µM; HEK293 GalR3-CNG cAMP membrane potential fluorescence; galR3 body fused to GalR1 C-terminus; 0.44% of 360,000 active; Galanin receptor type 3 (Homo sapiens), O60755;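 active = inhibition above the screen-wide average plus 3 SD, cut at about 13% in these data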;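 note: forskolin and galanin both at EC90 stimulate the cells; cAMP rise reported by CNG channel membrane potential dye signal; 0% = forskolin plus galanin with DMSO and 100% = forskolin alone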
Target sequence (O60755 1-299 limits assumed): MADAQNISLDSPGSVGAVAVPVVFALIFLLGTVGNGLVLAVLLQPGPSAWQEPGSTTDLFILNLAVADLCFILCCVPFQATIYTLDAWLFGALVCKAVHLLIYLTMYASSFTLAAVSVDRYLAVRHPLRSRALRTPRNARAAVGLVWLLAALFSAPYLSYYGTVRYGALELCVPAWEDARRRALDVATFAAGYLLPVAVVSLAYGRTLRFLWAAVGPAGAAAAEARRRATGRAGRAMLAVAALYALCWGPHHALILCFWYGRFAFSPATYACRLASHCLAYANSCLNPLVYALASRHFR
VIM-2 inhibitor: VIM-2 metallo-beta-lactamase inhibitors, primary screen, biochemical, epi-absorbance readout, Pseudomonas aeruginosa enzyme; inhibition, % at 5.6 µM; 0.89% of 290,000 active; purified VIM-2, nitrocefin hydrolysis, epi-absorbance fluorescence;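 active = inhibition above the mean of all tested compounds plus 3 SD, cutoff set per screening run, cut at about 7.5% in these data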;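 note: red hydrolysis product quenches plate fluorescence so inhibitors raise well fluorescence; 0% = enzyme with DMSO and 100% = DMSO without enzyme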
SUMO HTRF inh: inhibitors of in vitro SUMOylation cascade, primary screen, biochemical, HTRF, uHTS. SUMO-conjugating enzyme UBC9 (Homo sapiens), P63279. HTRF SUMOylation assay, SAE1/SAE2 + UBC9. inhibition, % at 35 µM. 0.36% of 290,000 active; in the data active = inhibition above about 50%, passing the limit was not always enough; note: strong numbers were not always called active
Target sequence (P63279 whole entry, looked up): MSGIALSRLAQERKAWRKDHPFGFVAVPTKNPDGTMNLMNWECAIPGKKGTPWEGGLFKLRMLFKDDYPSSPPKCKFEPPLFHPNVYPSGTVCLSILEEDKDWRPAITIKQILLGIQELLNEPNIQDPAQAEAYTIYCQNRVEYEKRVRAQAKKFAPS
NS3 helicase inh: inhibitors of HCV NS3 helicase, primary screen, biochemical, Cy5 molecular beacon fluorescence | 0.56% of 290,000 active | AID 1800, 2009 | NS3 helicase DNA unwinding | Hepatitis C virus NS3 helicase | inhibition, % at 10.9 µM;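 active = inhibition above the mean of all tested compounds plus 3 SD, set per campaign, cut at about 35% in these data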;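 note: 0% = DMSO wells and 100% = thioflavine S control wells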
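assay system = NS3 helicase fragment of HCV | buffer or medium = MOPS pH 6.5, MgCl2, DTT, Tween20, BSA | timing = 60 min unwinding reaction at 25 °C after ATP addition | signal = Cy5 beacon fluorescence read at start and 1 h | read-out basis = % inhibition of unwinding | control set = low DMSO, high thioflavine S at 110 µM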
IDE inh: human IDE inhibitors in live cells, primary screen, fluorescence polarization, HEK cells, FAbetaB substrate. 0.41% of 320,000 active. inhibition, % at 5.59 µM. Insulin-degrading enzyme (Homo sapiens), P14735. FAbetaB cleavage;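 active = percent inhibition above the average of all tested compounds plus 3 SD, set per screening campaign, cut at about 16% in these data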;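 note: IDE supplied by intact live HEK cells; FP after avidin binding of uncleaved biotin substrate so inhibition keeps polarization high; 0% = DMSO wells and 100% = 60 µM reference IDE inhibitor Ii1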
IMP-1 inh: IMP-1 metallo-beta-lactamase inhibitors, primary screen, biochemical, epi-absorbance readout, Pseudomonas aeruginosa enzyme; purified IMP-1, nitrocefin hydrolysis, epi-absorbance fluorescence; inhibition, % at 5.6 µM; 0.45% of 290,000 active;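 active = inhibition above the mean plus 3 SD of all compounds in the same screening run, cut at about 4.5% in these data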;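 note: 0% = IMP-1 with DMSO and 100% = DMSO wells lacking enzyme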
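Material – recombinant IMP-1 enzyme, purified · Amount – IMP-1 0.2 nM before substrate addition · Medium – HEPES buffer pH 7.1 with ZnSO4 and Brij 35 · Timing – 25 °C, 15 min preincubation, 25 min reaction · Measured by – plate fluorescence quenching by hydrolysis product, ex 480/em 530 nm · Read-out – percent enzyme inhibition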
* marks the source's active call; other numbers are inactive results. Rows are unselected, and some 3.2% of all compounds hit somewhere here.

Screening O=C(Nc1ccccc1O)c1ccc2c(c1)C(=O)N(N1C(=O)c3ccccc3C1=O)C2=O returned pCIP destab -6, IDE act -2, CRFR2-BP antag -6, GalR3 antagonist 1, VIM-2 inhibitor -2.2, SUMO HTRF inh 18, NS3 helicase inh -2, IDE inh -2 and IMP-1 inh -0.9.
`O=C1Nc2c(c(=O)[nH]c(=O)n2Cc2ccccc2)C1(NS(=O)(=O)c1ccccc1)C(F)(F)F` (stereo unspecified) gave pCIP destab -11, IDE act 3, CRFR2-BP antag -16, GalR3 antagonist -3, VIM-2 inhibitor -2.4, SUMO HTRF inh 14, NS3 helicase inh -11, IDE inh -11 and IMP-1 inh -2.0.
`COc1cc(/C=C/c2[nH]c(=O)[nH]c(=O)c2[N+](=O)[O-])cc(OC)c1O` gave pCIP destab 3, IDE act 3, CRFR2-BP antag 4, GalR3 antagonist -8, VIM-2 inhibitor 1.4, SUMO HTRF inh -12, NS3 helicase inh -3 and IMP-1 inh -2.2.
`Cc1ccc(NC(=S)Nc2ccc3[nH]c(=O)[nH]c3c2)cc1C` gave pCIP destab -1, IDE act 6, CRFR2-BP antag 8, GalR3 antagonist -8, VIM-2 inhibitor -2.9, SUMO HTRF inh 9, NS3 helicase inh -1, IDE inh 1 and IMP-1 inh -2.7.
`O=C(C1CCC(=O)N(C2CC2)C1)N1CCN(c2cccc(Cl)c2)CC1` (stereo unspecified) gave pCIP destab -6, IDE act 2, CRFR2-BP antag 12, GalR3 antagonist 2, VIM-2 inhibitor -0.3, SUMO HTRF inh -2, NS3 helicase inh 2 and IMP-1 inh -2.9.
Screening CCOC(=O)c1c(C)[nH]c(C(=O)OCC(=O)c2ccccc2)c1C returned IDE act -3, CRFR2-BP antag -6, GalR3 antagonist -2 and IDE inh -1.
Screening CC(C(=O)Nc1ccc(Br)cc1)N(C)CC(=O)NCc1ccco1 (stereo unspecified) returned IDE act -1, CRFR2-BP antag 4, GalR3 antagonist -8 and IDE inh -3.
`O=C(COc1ccc2c(c1)CCC2)N1CCN(c2ccc(F)cc2)CC1` gave pCIP destab 1, IDE act -2, CRFR2-BP antag 2, GalR3 antagonist 1, VIM-2 inhibitor -1.4, SUMO HTRF inh -13, NS3 helicase inh -11, IDE inh -6 and IMP-1 inh -0.2.
For O=C(CSc1nnc(-c2ccncc2)n1Cc1ccco1)Nc1ccccc1Cl the results were pCIP destab 3, IDE act 4, CRFR2-BP antag 1, GalR3 antagonist -5, VIM-2 inhibitor -1.8, SUMO HTRF inh -9, NS3 helicase inh -6, IDE inh 9 and IMP-1 inh -0.9.
COC(=O)c1ccc(NC(=O)c2ccc(OC(C)=O)c(OC)c2)cc1 was read as pCIP destab -10, IDE act -2, CRFR2-BP antag 25, GalR3 antagonist -1, VIM-2 inhibitor -2.6, SUMO HTRF inh 13, NS3 helicase inh 14, IDE inh 1 and IMP-1 inh -3.8.
Cc1cccc(NC(=O)c2ccc(S(=O)(=O)NCc3ccco3)cc2)n1 was read as IDE act 2, CRFR2-BP antag 25, GalR3 antagonist -7 and IDE inh -2.
Screening O=[N+]([O-])c1ccc(N2CCN(S(=O)(=O)c3ccccc3)CC2)cc1NCCN1CCOCC1 returned pCIP destab -13, IDE act 6, CRFR2-BP antag 7, GalR3 antagonist 0, VIM-2 inhibitor -2.6, SUMO HTRF inh -6, NS3 helicase inh 0, IDE inh 1 and IMP-1 inh -2.0.
Screening CCC(NC(=O)Nc1cc(C)on1)(C(F)(F)F)C(F)(F)F returned pCIP destab -1, IDE act 6, CRFR2-BP antag -30, GalR3 antagonist -7, VIM-2 inhibitor -1.9, SUMO HTRF inh 0, NS3 helicase inh 5, IDE inh -4 and IMP-1 inh -3.3.
`C[C@@H](C(=O)OCC(=O)NCCc1ccc(S(N)(=O)=O)cc1)N1C(=O)C2CCCCC2C1=O` (stereo partly specified) gave pCIP destab 1, IDE act -3, CRFR2-BP antag -20, GalR3 antagonist -6, VIM-2 inhibitor -1.4, SUMO HTRF inh 8, NS3 helicase inh -5, IDE inh 6 and IMP-1 inh -1.9.
For COc1ccc(-c2nn(-c3ccccc3)cc2/C=C(\CC(=O)O)c2nc3ccccc3s2)cc1OC the results were pCIP destab -1, IDE act 5, CRFR2-BP antag 9, GalR3 antagonist -4, VIM-2 inhibitor 0.1, SUMO HTRF inh 23, NS3 helicase inh 13, IDE inh 5 and IMP-1 inh -2.0.
`Cc1ccc([N+](=O)[O-])cc1NC(=O)C(C)Sc1nnc(C)n1CC1CCCO1` (stereo unspecified) gave pCIP destab -8, IDE act 0, CRFR2-BP antag -1, GalR3 antagonist -9, VIM-2 inhibitor -3.5, SUMO HTRF inh 8, NS3 helicase inh 0, IDE inh 1 and IMP-1 inh -2.8.
`CCCc1c(C)[nH]c2nc3ccccc3n2c1=O` gave pCIP destab -6, IDE act 0, CRFR2-BP antag -1, GalR3 antagonist -9, VIM-2 inhibitor 3.9, SUMO HTRF inh 26, NS3 helicase inh 4, IDE inh 0 and IMP-1 inh -3.3.
Screening O=C1Nc2ccccc2C1=O returned IDE act 3, CRFR2-BP antag 2, GalR3 antagonist 0 and IDE inh -1.
For NS(=O)(=O)c1cccc(NC(=O)CSc2ncc(C(F)(F)F)cc2Cl)c1 the results were pCIP destab -21, IDE act 2, CRFR2-BP antag -22, GalR3 antagonist -2, VIM-2 inhibitor -0.3, SUMO HTRF inh -4, NS3 helicase inh -1, IDE inh 3 and IMP-1 inh -2.5.
`Cc1ncc(C23CC4CC(CC(C4)C2)C3)[nH]1` gave pCIP destab 11, IDE act 0, CRFR2-BP antag -5, GalR3 antagonist -5, VIM-2 inhibitor -3.3, SUMO HTRF inh -7, NS3 helicase inh 1, IDE inh -3 and IMP-1 inh -1.7.
CCOC(=O)N1CCN(C(=O)c2cn(-c3ccc(C)c(C)c3)c(=O)c3ccccc23)CC1 was read as pCIP destab -5, IDE act 0, CRFR2-BP antag -5, GalR3 antagonist 1, VIM-2 inhibitor -1.5, SUMO HTRF inh 14, NS3 helicase inh 11 and IMP-1 inh -2.1.
O=C(N/N=C/c1ccc(N2CCCCC2)o1)C(O)(c1ccccc1)c1ccccc1 was read as pCIP destab -12, VIM-2 inhibitor -4.1, SUMO HTRF inh 9, NS3 helicase inh 19, IDE inh 5 and IMP-1 inh -1.5.
Screening CC1(C)NC(=O)N(CCOc2cccc(Cl)c2Cl)C1=O returned pCIP destab 1, IDE act -6, CRFR2-BP antag -9, GalR3 antagonist -6, VIM-2 inhibitor -4.2, SUMO HTRF inh 1, NS3 helicase inh -12, IDE inh 2 and IMP-1 inh -3.4.
O=C(CCC1CCCN(C(=O)c2cccc(F)c2)C1)N1CCN(c2ccccn2)CC1 (stereo unspecified) was read as pCIP destab 17, IDE act -5, CRFR2-BP antag -9, GalR3 antagonist 0, VIM-2 inhibitor -1.9, SUMO HTRF inh 0, NS3 helicase inh -1, IDE inh 10 and IMP-1 inh -5.3.

Retrieved one by one from the entries so far, two records:
`C[C@@H](C(=O)OCC(=O)NCCc1ccc(S(N)(=O)=O)cc1)N1C(=O)C2CCCCC2C1=O` (stereo partly specified) gave pCIP destab 1, IDE act -3, CRFR2-BP antag -20, GalR3 antagonist -6, VIM-2 inhibitor -1.4, SUMO HTRF inh 8, NS3 helicase inh -5, IDE inh 6 and IMP-1 inh -1.9.
O=C(CCC1CCCN(C(=O)c2cccc(F)c2)C1)N1CCN(c2ccccn2)CC1 (stereo unspecified) was read as pCIP destab 17, IDE act -5, CRFR2-BP antag -9, GalR3 antagonist 0, VIM-2 inhibitor -1.9, SUMO HTRF inh 0, NS3 helicase inh -1, IDE inh 10 and IMP-1 inh -5.3.

Going on with the list:
Screening CCOc1ncccc1C(=O)Nc1cccc(Cl)c1Cl returned pCIP destab -8, IDE act 2, CRFR2-BP antag 1, GalR3 antagonist 3, VIM-2 inhibitor -2.7, SUMO HTRF inh -3, NS3 helicase inh 13, IDE inh 1 and IMP-1 inh -3.5.
`COc1cc(OC)cc(C(=O)Nc2ccc(N3CCN(C(=O)c4cccs4)CC3)cc2)c1` gave pCIP destab -8, IDE act 0, CRFR2-BP antag 15, GalR3 antagonist -1, VIM-2 inhibitor -0.9, SUMO HTRF inh -4, NS3 helicase inh -29, IDE inh -1 and IMP-1 inh -0.5.
Screening Cc1cccc(CNC(=O)CCCn2nc(C)c3c(C)n(-c4ccccc4)nc3c2=O)c1 returned pCIP destab -14, IDE act -2, CRFR2-BP antag -1, GalR3 antagonist -9, VIM-2 inhibitor -1.5, SUMO HTRF inh 17, NS3 helicase inh -12, IDE inh 2 and IMP-1 inh 0.1.
For O=C(CCNC(=O)c1ccc(Cl)cc1)NCc1ccco1 the results were IDE act 2, CRFR2-BP antag 15, GalR3 antagonist -5 and IDE inh 0.
Screening COc1ccccc1C(=O)Nc1ccc2c(c1)C(=O)NC2=O returned pCIP destab 0, IDE act 6, CRFR2-BP antag 3, GalR3 antagonist -3, VIM-2 inhibitor 1.9, SUMO HTRF inh 20, NS3 helicase inh 4, IDE inh 4 and IMP-1 inh -1.8.
Cc1cc(Oc2ccc(OCC(N)=O)nn2)nc(Cl)n1 was read as pCIP destab 6, IDE act 6, CRFR2-BP antag -14, GalR3 antagonist -6, VIM-2 inhibitor -1.0, SUMO HTRF inh -5, NS3 helicase inh -2, IDE inh 0 and IMP-1 inh -2.9.
`Cc1ccc(S(=O)(=O)CCC(=O)OCC(=O)N(Cc2ccccc2)C(C)C)cc1` gave IDE act 3, CRFR2-BP antag -5, GalR3 antagonist -1 and IDE inh 2.
CCOC(=O)c1sc(N)c(C(=O)OC)c1C was read as pCIP destab -7, IDE act 1, CRFR2-BP antag 0, GalR3 antagonist -2, VIM-2 inhibitor -3.3, SUMO HTRF inh 5, NS3 helicase inh 11, IDE inh 0 and IMP-1 inh -4.8.
Cn1c(SCCOc2ccc(F)cc2)nnc1-c1ccncc1 was read as pCIP destab 1, IDE act -6, CRFR2-BP antag 11, GalR3 antagonist -3, VIM-2 inhibitor -1.3, SUMO HTRF inh -6, NS3 helicase inh -2, IDE inh 9 and IMP-1 inh -1.4.
O=C(NCc1ccco1)C(c1cccs1)N(Cc1ccccc1)C(=O)Cn1nnc2ccccc21 (stereo unspecified) was read as pCIP destab 6, IDE act 6, CRFR2-BP antag -5, GalR3 antagonist -3, VIM-2 inhibitor -2.4, SUMO HTRF inh 6, NS3 helicase inh 5, IDE inh 1 and IMP-1 inh -6.0.
CCc1cc2c(COC(=O)c3c(C)noc3C)cc(=O)oc2cc1O was read as pCIP destab 3, IDE act -2, CRFR2-BP antag 0, GalR3 antagonist -1, VIM-2 inhibitor -0.2, SUMO HTRF inh 10, NS3 helicase inh -6, IDE inh -2 and IMP-1 inh -1.8.

High-throughput results deposited in PubChem BioAssay by several laboratories.
